# Nrf2 inh – blocks Nrf2 signaling; A549 ARE-Fluc reporter, luciferase luminescence, 18-24 h; Potency, µM (series often up to 46 µM), for the others: at the top dose activity change, negative = inhibition, hits mostly inhibitors; 2.1% of 360,000 active; also: potency is read from the fitted curve at half-maximal effect; % is scaled to controls: 0 for no effect and ±100 for the full control effect; nearly all actives have a fitted effect of over 60% in size
#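 Reporter: ARE-Fluc in A549. Exposure: 18-24 h, 37 °C, 5% CO2, 5% FBS OPTI-MEM. Readouts: fluorescent cytotoxicity (CellTiter-Fluor), then luminescent Nrf2 signal after BugLite.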
# Nrf2 activator – activates Nrf2 signaling. AREc32 ARE-luciferase reporter (MCF7-derived line), luminescence, 24 h. Potency, µM (series often up to 46.1 µM), without a hit: at the top dose activation, usual class: activators. 0.31% of 410,000 active; also: potency is read from the fitted curve at half-maximal effect; % of control where 0% means no effect; nearly all actives have a fitted effect of over 65% in size
#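 Steps: seed AREc32_Fluc cells (1000/well, 5% FBS OPTI-MEM); incubate overnight at 37 deg C; add 23 nL compound; incubate 24 hr; add Steady-Glo; hold 30 min RT; read luminescence.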
# IL-2 act – IL-2 activation. activation, % (series mostly up to about 46 µM). IL-2 activation reporter assay, cell-based qHTS; stimulated with anti-CD3/CD4/CD28 beads; in transgenic mouse T cells. 0.065% of 360,000 active; in the data active = activation above about 50%; inconclusive = mostly about 30% to 49%; also: 0% is about no effect
#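 Readout: EGFP and DsRed signals by fluorescent plate cytometry. Unstimulated transgenic mouse T cells received compound 60 min before antibody-bead stimulation, then incubated 18 h at 37 degrees C.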
# ATXN2 expr inh – ATXN2 expression inhibition; Potency, µM (highest dose often 57 µM), inactives show at the top dose activity change, negative = inhibition, actives largely listed as inhibitors; 0.72% of 360,000 active; HEK-293 ATXN2-luciferase reporter, luminescence, 24 h; AID 1745845; also: potency is read from the fitted curve at half-maximal effect; % is scaled to controls: 0 for no effect and ±100 for the full control effect; nearly all actives have a fitted effect of over 55% in size
#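 ATXN2-luciferase reporter cells (luciferase flanked by upstream and downstream ATXN2 gene portions) were treated 24 h at 37 °C with compounds at up to 57 uM. SteadyGlo luminescence gave expression; GF-AFC fluorescence gave viability.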
# S2 tox – cell viability loss in ATXN counter-screen; Potency, µM (series often up to 56.7 µM), hits mostly cytotoxic; 0.49% of 400,000 active; S2 cells (HEK-293 line with an ATXN2-luciferase reporter) viability, CellTiter-Fluor protease fluorescence, 24 h; also: potency is read from the fitted curve at half-maximal effect; nearly all actives have a fitted effect of over 40% in size
# A549 tox – kills or reduces viability of A549 cells in Nrf2 counter-screen; 0.16% of 390,000 active; A549 ARE-Fluc cells, CellTiter-Fluor viability, 18-24 h; Potency, µM (highest dose often 46 µM), without a hit: at the highest dose activity change, negative = cytotoxicity, usual class: inhibitors; also: potency is read from the fitted curve at half-maximal effect; % is scaled to controls: 0 for no effect and ±100 for the full control effect
#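 A549 ARE-Fluc cells in 5% FBS OPTI-MEM, 5000 cells/well, rested 2 h then exposed to compounds in concentration-response for 18-24 h at 37 °C. Viability by CellTiter-Fluor fluorescence (Ex 405/Em 525) after 30 min; luciferase luminescence (BugLite, 15 min, RT) read afterwards.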
# HepG2 viability – HepG2 cytotoxicity, counter-screen for TGF-b inhibitors | 0.76% of 410,000 active | HepG2 CAGA-GFP viability, ATP luminescence, 18 h | Potency, µM (titrated, usually from 46.1 µM), inactives show at the highest dose activity change, negative = cytotoxicity, most hits filed as cytotoxic | AID 588856; also: potency is read from the fitted curve at half-maximal effect; some results filed as inactive show a strong effect at the top dose
#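 HepG2 CAGA-GFP cells (1000/well, DMEM with 1% FBS) received compound, then TGF-beta at 500 pg/mL final, and were incubated 18 hours at 37 degrees C. Viability was read by CellTiter-Glo luminescence. Media-only wells were set as complete cell-killing and DMSO as no toxicity.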
# EPAC2 ag – EPAC2 (human) agonism. Q8WZA2. EPAC2 activation, biochemical qHTS; response scale: 100% = 6.5 mM cAMP response. Potency, µM (top dose mostly 154 µM), without a hit: at the top dose activation, usual class: activators. 0.079% of 360,000 active; also: potency is read from the fitted curve at half-maximal effect; nearly all actives have a fitted effect of over 50% in size
# Target sequence (Q8WZA2 whole entry, looked up): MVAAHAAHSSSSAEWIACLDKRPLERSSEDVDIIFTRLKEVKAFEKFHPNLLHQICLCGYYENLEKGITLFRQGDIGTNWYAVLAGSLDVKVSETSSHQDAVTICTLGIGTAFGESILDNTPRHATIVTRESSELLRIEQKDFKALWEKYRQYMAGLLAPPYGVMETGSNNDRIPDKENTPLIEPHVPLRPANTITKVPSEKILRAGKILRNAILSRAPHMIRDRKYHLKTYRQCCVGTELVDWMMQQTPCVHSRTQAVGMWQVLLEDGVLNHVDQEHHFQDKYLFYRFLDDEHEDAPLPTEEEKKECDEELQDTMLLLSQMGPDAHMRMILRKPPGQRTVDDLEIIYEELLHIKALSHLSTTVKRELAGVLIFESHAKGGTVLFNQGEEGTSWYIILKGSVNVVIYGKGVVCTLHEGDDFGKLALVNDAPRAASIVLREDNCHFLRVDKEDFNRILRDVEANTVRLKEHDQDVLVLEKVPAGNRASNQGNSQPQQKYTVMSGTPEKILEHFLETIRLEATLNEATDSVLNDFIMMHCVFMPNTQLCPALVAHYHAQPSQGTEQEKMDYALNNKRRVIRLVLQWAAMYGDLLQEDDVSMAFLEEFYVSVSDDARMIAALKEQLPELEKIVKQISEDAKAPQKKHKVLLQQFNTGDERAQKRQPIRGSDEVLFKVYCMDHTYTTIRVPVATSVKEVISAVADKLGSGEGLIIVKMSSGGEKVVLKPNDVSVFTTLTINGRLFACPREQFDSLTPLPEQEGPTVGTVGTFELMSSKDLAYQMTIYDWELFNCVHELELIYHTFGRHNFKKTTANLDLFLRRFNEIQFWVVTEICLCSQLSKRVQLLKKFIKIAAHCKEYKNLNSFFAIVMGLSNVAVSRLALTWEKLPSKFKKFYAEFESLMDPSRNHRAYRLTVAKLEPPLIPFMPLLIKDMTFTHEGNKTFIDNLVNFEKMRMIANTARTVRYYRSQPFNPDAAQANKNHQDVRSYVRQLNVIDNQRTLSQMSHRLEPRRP
#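 Guanine nucleotide exchange by EPAC2 is measured as reduced fluorescence of BODIPY-GDP once it is released from 250 nM Rap1B. Plates are read kinetically for 30 min at room temperature; results are scaled to 6.5 mM cAMP.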
# TGFb inhibitor – TGF-b pathway inhibition | HepG2 CAGA-GFP TGF-b/SMAD3 reporter, GFP fluorescence, 18 h; TGF-beta stimulated, 500 pg/mL final | Potency, µM (series often up to 46.1 µM), inactives show at the highest dose activity, negative = inhibition, hits mostly inhibitors | 1.2% of 410,000 active | AID 588855; also: potency is read from the fitted curve at half-maximal effect; % is scaled to controls: 0 for no effect and ±100 for the full control effect; nearly all actives have a fitted effect of over 65% in size
#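 HEPG2 CAGA-GFP reporter cells (1000/well, DMEM with 1% FBS) received compounds, then recombinant TGF-beta at 500 pg/mL final for 18 hours at 37 degrees C. Per-cell GFP summed per well was normalised to unstimulated and stimulated DMSO controls before curve fitting.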
# The depositor's hits bear a star; i = inactive; u = inconclusive; x = no result given; [ ] = dose if it differs, or a comment. Unless noted, calls follow the shape of the dose curve; as a rule, active = well fitted curve in the direction sought with a large enough effect; inconclusive = small, poorly fitted or top-dose-only effect, or another doubt; inactive = no such curve, though single readings can be large; an effect the other way counts as inactive or inconclusive.
# A first look (2 entries):
# Every second line gives: S2 tox	HepG2 viability	ATXN2 expr inh	Nrf2 inh	IL-2 act	EPAC2 ag	A549 tox	Nrf2 activator	TGFb inhibitor
CSCc1ccc(C(=O)NC2CC(C)(C)Cc3c2cnn3-c2ccc(F)cc2)o1 (stereo not drawn)
  i	0%	1%	-16%	-2.1	8%	-3%	2.6%	-18%
O=Cc1ccc(-c2cc(Cl)ccc2Cl)[nH]1
  i	0%	-3%[11.3 µM]	1%	-0.8	17%	2%	3.7%	5%

# Results, repeating the preview:
# Every second line gives: S2 tox	HepG2 viability	ATXN2 expr inh	Nrf2 inh	IL-2 act	EPAC2 ag	A549 tox	Nrf2 activator	TGFb inhibitor
CSCc1ccc(C(=O)NC2CC(C)(C)Cc3c2cnn3-c2ccc(F)cc2)o1 (stereo not drawn)
  i	0%	1%	-16%	-2.1	8%	-3%	2.6%	-18%
O=Cc1ccc(-c2cc(Cl)ccc2Cl)[nH]1
  i	0%	-3%[11.3 µM]	1%	-0.8	17%	2%	3.7%	5%
CSc1ccc(CN2CCC(N3CCC(C(=O)NC4CC4)CC3)CC2)cc1
  i	-44%	x	x	3.8	8%	x	3.8%	-10%
COc1ccc(CCC(=O)N2CCN(C(=O)c3ccccc3)CC2)cc1
  i	3%	1%	11%	2.1	4%	-1%	0.0%	5%
Cc1ccc(S(=O)(=O)NCCC2=CCCCC2)cc1C(N)=O
  i	-12%	-21%	10µM*	-2.7	4%	-5%	-0.8%	-5%
O=C1CCC/C(=N/NC(=O)c2sc3ccccc3c2Cl)C1
  i	-14%	x	u	-0.1	7%	12%	4.0%	65%[activator]
CCN1CCN(c2ccc(S(=O)(=O)N3CCCCC3)cc2NC(=O)c2ccc(OC(F)F)cc2)CC1
  i	-33%	-13%	u	-2.9	5%	u	4.6%	3%
Cc1onc(-c2ccccc2Cl)c1C(=O)Nc1cccc(S(=O)(=O)N2CCOCC2)c1
  i	1%	-9%	-20%	0.5	12%	3%	-1.4%	-7%
Cc1csc(NC(=O)c2ccc(Cl)cc2[N+](=O)[O-])n1
  i	-4%	10%	u	3.4	2%	-9%	2.5%	-2%
O=C(NN1C(=O)C2C3C=CC(C3)C2C1=O)c1cccc(Cl)c1 (stereo not drawn)
  i	5%	5%	3%	-3.2	0%	-3%	-1.9%	10%
CCOc1ccc(S(=O)(=O)/N=C(/Nc2ccc(S(N)(=O)=O)cc2)c2ccccc2)cc1
  u	-9%	x	-15%	0.1	1%	-2%	0.1%	u
COc1ccc2[nH]c3c(c2c1)CCN1C(=O)C(CC(=O)NCCCn2ccnc2)C[C@H](C(=O)N2CCCCC2)[C@@]31CCc1ccccc1 (stereo partly drawn)
  i	18%	3%	-12%	-0.1	13%	4%	-0.2%	9%
CCC1CCc2c(sc3ncnc(N4CCOCC4)c23)C1 (stereo not drawn)
  i	-34%	2%	x	-2.1	8%	9%	0.4%	-12%
C/C(=N/O)c1cc(C(C)(C)C)c(O)c(C(C)(C)C)c1
  i	-15%	-33%	u	-2.7	-5%	-13%	0.0%	2%
CCOc1ccc(C(=O)OC2CCCN(C)C2)cc1 (stereo not drawn)
  u	-4%	x	0%	-1.1	2%	0%	1.2%	5%

# Additional structures
# Every second line gives: S2 tox	HepG2 viability	ATXN2 expr inh	Nrf2 inh	IL-2 act	EPAC2 ag	A549 tox	Nrf2 activator	TGFb inhibitor
COC(=O)c1ccc(NC(=O)CSc2nnc(C)n2CC2CCCO2)cc1 (stereo not drawn)
  i	-26%	9%	4%	0.0	3%	2%	0.2%	0%
CN(C)S(=O)(=O)CC12CCC(CC1=O)C2(C)C (stereo not drawn)
  i	-17%	-8%	x	2.3	-4%	3%	-0.8%	u
Cn1c(SCc2nc3ccccc3c(=O)[nH]2)nc2ccccc21
  i	-20%	-17%	4%	2.7	-1%	3%	21%	u
Cc1cc(C(=O)Nc2cccnc2Cl)on1
  i	-7%	4%	u	-0.4	-2%	-3%	0.1%	0%
CC(C)C(NC(=O)C1CCC(C(C)(C)C)CC1)C(=O)NCCCN1CCCCC1 (stereo not drawn)
  i	-35%	-2%	u	0.1	3%	-3%	-0.1%	20%
COC(=O)c1ccccc1NC(=O)CN1CCC(C)CC1
  i	7%	-5%	1%	0.3	-7%	1%	0.1%	11%
Cn1c(=O)n(C)c2cc(N3CCCC3)c(NC(=O)Nc3ccccc3)cc21
  i	-18%	4%	1%	x	x	-6%	6.8%	-15%
CCc1nn(C(CC)C(=O)NCc2cccc(OC)c2)c(=O)c2cc3occc3n12 (stereo not drawn)
  i	5%	3%	17%	-0.7	-2%	5%	0.1%	-15%
C[C@@H]1C[C@H](O)c2cc(Cl)ccc2N1
  i	-2%	-3%	-8%	-0.1	-14%	-3%	0.5%	0%
Cn1c(=O)c2c(n3cnnc13)-c1ccccc1CC21CCCC1
  u	-2%	-17%	-26%	-0.7	4%	-1%	-0.6%	9%
C=C(C)C1CC=C(C)/C(=N\NC(=S)Nc2ccc(C)cc2)C1 (stereo not drawn)
  i	-23%	49%[activator]	14%	-0.4	-1%	9%	2.6%	-13%
CCOc1ccc(OCC)c(NC(=O)c2[nH]c(C)c(C(C)=O)c2C)c1
  i	0%	-3%	-10%	-0.6	-7%	-3%	2.3%	2%
COc1ccccc1CN1CCNC(=O)C1CC(=O)NCCCN1CCCC1=O (stereo not drawn)
  i	3%	-5%	5%	2.5	9%	1%	-0.8%	-11%
O=C(CSc1ccccc1)NCCc1ccc(F)cc1
  x	0%	57%[activator]	26%	-0.4	4%	6%	4.9%	15%
COCCCNC(=O)c1c(N)n(-c2cccc(S(N)(=O)=O)c2)c2nc3ccccc3nc12
  x	-1%	-19%	-15%	-0.1	-84%[15.6 µM]	u	0.5%	u

# Going on with the list.
# Every second line gives: S2 tox	HepG2 viability	ATXN2 expr inh	Nrf2 inh	IL-2 act	EPAC2 ag	A549 tox	Nrf2 activator	TGFb inhibitor
CCc1ncc(C(O)c2ccc(Cl)cc2)n1Cc1ccccc1 (stereo not drawn)
  i	-19%	x	x	-2.8	-2%	x	0.0%	u
O=C(Cn1cc2c(n1)CCCC2)Nc1cc(-c2cccc(Cl)c2)no1
  i	-23%	20%	20%	-1.2	3%	1%	4.4%	u
Cc1cc(=O)n(CC(C)C)c(O)c1C#N
  i	-4%	0%	-6%	-0.1	13%	-14%	0.0%	-6%
CCSc1nc2c(c(=O)[nH]1)C(c1ccncc1)C(C(=O)OC(C)C)=C(C)N2 (stereo not drawn)
  u	-15%	3%	-6%	0.7	-4%	-9%	0.1%	-3%
COC(=O)c1ccc(CN2C(=O)C(C)N(C(=O)c3c(F)cccc3F)c3ccccc32)cc1 (stereo not drawn)
  i	8%	-14%	9%	-1.7	13%	-2%	0.3%	0%
Cc1cc(C(=O)NCc2cccnc2)cs1
  i	7%	19%	9%	-2.1	1%	-6%	0.1%	u
COc1ccc(Br)cc1C1N2CC3(C)CN1CC(C)(C2)C3=O (stereo not drawn)
  i	-8%	-6%	-1%	1.4	-8%	-3%	-0.3%	3%
Cc1nnc(-c2cnn(C)c2N)n1Cc1ccccc1
  i	-6%	6%	20%	1.1	-3%	0%	3.0%	6%
Cc1cc(C)cc(NCc2cc(=O)oc3cc(C)c(O)cc23)c1
  i	-4%	-21%	-5%	-2.2	6%	-4%	5.6%	-28%
CC1=NN(C(=O)c2cc(C)nn2C)C(O)(C(F)(F)F)C1 (stereo not drawn)
  i	3%	-5%	1%	-1.3	5%	2%	0.3%	-19%
O=[N+]([O-])c1ccc(N/N=C/c2ccccc2O)cc1
  i	-36%	x	-22%	0.6	0%	-25%	14%	u
O=[N+]([O-])c1ccc(Nc2nc(N/N=C/c3cccc(F)c3)nc(N3CCCC3)n2)cc1
  u	-11%	-8%	u	0.0	-9%	-7%	3.7%	0%
COCCCNC(=S)N1CCCN(c2nc3cc(C)c(C)cc3cc2C#N)CC1
  i	-17%	-23%[11.3 µM]	u	-2.0	10%	-15%	1.7%	u
Cn1c2ccccc2c2cnn(CC(=O)Nc3ccccc3Br)c(=O)c21
  i	-29%	x	6%	0.9	10%	18%	-0.2%	-2%
N#CC1=C(N)OC2=C(C(=O)CCC2)C1c1ccncc1 (stereo not drawn)
  i	5%	-11%	x	-4.4	2%	5%	6.5%	u

# Continuation.
# Every second line gives: S2 tox	HepG2 viability	ATXN2 expr inh	Nrf2 inh	IL-2 act	EPAC2 ag	A549 tox	Nrf2 activator	TGFb inhibitor
C[C@@H]1CN([C@@H](C)CO)C(=O)Cc2cc(NS(=O)(=O)c3ccccc3)ccc2O[C@H]1CN(C)S(C)(=O)=O
  i	-4%	2%	3%	-0.3	2%	0%	-1.0%	u
COc1cc(OC)c(-c2nn3c(-c4ccco4)nnc3s2)cc1OC
  i	-6%	u	-5%	0.0	9%	3%	19%	4%
CCc1nnc(NC(=O)C2Cc3ccccc3C(=O)O2)s1 (stereo not drawn)
  i	2%	-18%	-7%	-1.0	-4%	-9%	-0.6%	4%
CCCn1c(SCC(=O)Nc2cccc(NC(C)=O)c2)nnc1C(C)C
  i	-2%	-5%	-7%	-2.1	8%	-10%	-0.8%	-5%
NNC(=O)c1cccn(Cc2cccc(C(F)(F)F)c2)c1=O
  i	-11%	-18%	u	-0.1	0%	u	8.2%	0%
CCOC(=O)/C(C(C)=O)=C1\OC(=O)c2ccccc21
  i	0%	4%	x	1.0	3%	10%	0.0%	11%
COc1ccccc1N(CC(=O)Nc1cccnc1)S(C)(=O)=O
  i	21%	-1%	5%	0.7	8%	14%	11%	-20%
O=C(COc1ncnc2ccccc12)N1CCN(c2ccccc2)CC1
  i	-2%	5%	5%	0.4	-5%	-6%	2.9%	0%
CC(NC(=O)CN(c1ccc(Cl)cc1Cl)S(=O)(=O)c1ccccc1)c1ccccc1 (stereo not drawn)
  u	-34%	-39%	u	x	x	-19%	0.5%	u

# Compound activity: PubChem BioAssay, National Center for Advancing Translational Sciences (NCATS)
